# LmPK inhibitor: LmPK (Leishmania mexicana) enzyme inhibition. hit rate 0.37% among 290,000. Potency, µM (doses to about 57.5 µM), without a hit: at the highest dose activity change, negative = inhibition, most hits filed as inhibitors. Q27686. purified LmPK, Kinase-Glo ATP luminescence, 1 h
# Target sequence (Q27686 whole entry, looked up): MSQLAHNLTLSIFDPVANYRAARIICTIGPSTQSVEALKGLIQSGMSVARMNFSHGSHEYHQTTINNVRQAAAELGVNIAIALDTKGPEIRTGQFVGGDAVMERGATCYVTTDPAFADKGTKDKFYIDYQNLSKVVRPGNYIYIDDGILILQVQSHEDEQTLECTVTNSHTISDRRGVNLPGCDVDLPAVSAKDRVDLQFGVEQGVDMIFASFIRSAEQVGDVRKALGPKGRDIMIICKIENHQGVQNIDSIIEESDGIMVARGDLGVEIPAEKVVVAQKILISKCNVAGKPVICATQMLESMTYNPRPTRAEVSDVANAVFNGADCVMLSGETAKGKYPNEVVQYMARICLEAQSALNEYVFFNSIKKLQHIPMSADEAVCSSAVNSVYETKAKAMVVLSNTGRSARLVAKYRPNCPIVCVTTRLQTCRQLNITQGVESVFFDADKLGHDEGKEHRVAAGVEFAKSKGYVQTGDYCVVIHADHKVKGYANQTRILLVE
#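 Screened at intermediate enzyme activity to detect both inhibitors and activators: LmPK at 0.1 nM, with a 0.5 nM enzyme column as activation reference. PEP 0.5 mM, ADP 0.1 mM; ATP detected by luminescence after 1 h.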
# Pf growth 96h: P. falciparum growth inhibition at 96 hour, primary screen for plastid delayed-death inhibitors. P. falciparum luciferase reporter growth, 96 h. hit rate 6.9% among 320,000. AID 504834. Potency, µM (titrated, usually from 28.7 µM), without a hit: at the top dose activity change, negative = inhibition, usual class: inhibitors
#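 Readout is luminescence from an integrated firefly luciferase in P. falciparum. Red cells, 2% hematocrit and 0.05% parasitemia final, were cultured with compound through two parasite generations (96 hours) at 37 C, 5% CO2.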
# Pf growth 48h: P. falciparum growth inhibition at 48 hours (one generation) | P. falciparum luciferase growth in erythrocytes, 48 h | AID 504832 | hit rate 5.9% among 310,000 | Potency, µM (top dose mostly 28.7 µM), for the others: at the top dose activity change, negative = inhibition, actives largely listed as inhibitors
#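 Cell-based growth assay: transgenic P. falciparum expressing firefly luciferase, cultured in red cells within RPMI 1640 containing 0.5% w/v Albumax, 24 mM bicarbonate and gentamycin. A drop in luciferase activity indicates inhibition.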
# Sm TGR inh: blocks Schistosoma mansoni thioredoxin glutathione reductase; purified TGR, DTNB reduction, TNB absorbance 405 nm; Potency, µM (titrated, usually from 114 µM), without a hit: top-dose activity change, negative = inhibition, hits mostly inhibitors; hit rate 3% among 360,000; AID 485364; note: nearly all actives have a fitted effect of over 60% in size
#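 Kinetic colorimetric format: TGR-catalysed, NADPH-driven DTNB reduction monitored via TNB absorbance. Enzyme dispensed at 20 nM; compound exposure 15 min at room temperature before reaction start.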
# TbPYK inhibitor: blocks Trypanosoma brucei pyruvate kinase. Q57TT1. TbPYK enzyme, Kinase-Glo Plus ATP luminescence, 45 min. Potency, µM (doses to about 76.8 µM), inactives show at the top dose activity, negative = inhibition, hits mostly inhibitors. hit rate 0.12% among 410,000. AID 624173; note: nearly all actives have a fitted effect of over 50% in size
#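 Readout: single end-point luminescence (Kinase-Glo Plus, 10 min). Reaction conditions were TbPYK/substrate plus 130 uM ADP, 45 min at RT, pH 7.2 TEA buffer. No-enzyme wells served as controls, and data were normalized before concentration-response fitting.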
# HCV inh: HCV inhibition. Huh7.5.1 HCVcc-Cre infection, luciferase reporter, 44 h. Potency, µM (titrated, usually from 41.8 µM), for inactives: at the top dose activity change, negative = inhibition, hits mostly inhibitors. hit rate 3.4% among 340,000. AID 651820
#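 A cell-based infection assay in which seeded cells (1,000 per well) receive test compound after 4 h, are inoculated with HCVcc-Cre at approximately 0.5 moi, and are incubated 44 h before luminescence detection.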
# The depositor's hits bear a star; ? = inconclusive; / = not tested or not shown; & = joins results of further samples; [ ] = dose if it differs, or a comment. Calls come from the whole dose curve; as a rule, active = well fitted curve in the direction sought with a large enough effect; inconclusive = small, poorly fitted or top-dose-only effect, or another doubt; inactive = no such curve, though single readings can be large; an effect the other way counts as inactive or inconclusive. % is set by controls: 0 for no effect and ±100 for the full control effect; potency is the fitted concentration of half-maximal effect.
nr	Compound	LmPK inhibitor	Pf growth 96h	Pf growth 48h	Sm TGR inh	TbPYK inhibitor	HCV inh
1	O=C(NC(=S)NCc1ccccc1)c1ccccc1[N+](=O)[O-]	-3%	-18%	-15%	1%[57.1 µM]	0%	2%
2	Cc1cccn2c(=O)c3cc(C(=O)NCc4cccnc4)c(=N)n(CC4CCCO4)c3nc12 (centres undefined)	0%	1%	?	0%	-7%	21%
3	COc1cc2[nH]c(C(=O)N3CCN(c4ccccc4F)CC3)cc2c(OC)c1OC	-2%	?	?	-1%	0%	-13%
4	Cc1ccc(/C=N/OC(=O)c2c(C)noc2-c2snnc2C)cc1	2%	31%[activator]	46%[activator]	6%	10%	-11%
5	C=C(C)c1cccc(C(C)(C)NC(=O)N(C)C2CCN(C)CC2)c1	2%	-10%	?	10%	-23%	-17%
6	CN1CCN(c2ccccc2NC(=O)c2ccc(-c3cccc(Cl)c3)o2)CC1	1%	-16%	?	-5%	-8%	?
7	Cc1ccc(S(=O)(=O)Nc2c3ccccc3nc(=O)n2-c2ccccc2)cc1	4%	13%	/	-8%	1%	?
8	O=C(NCC(c1cccnc1)N1CCOCC1)c1ccc2c(c1)OCO2 (centres undefined)	0%	35%[activator]	3%	-5%	-2%	14%
9	Cc1ccc(S(=O)(=O)n2nc(C)c(S(=O)(=O)N3CCOCC3)c2C)cc1	-1%	-20%	19%	-3%	3%	13%
10	Cc1ccccc1Nc1nc(N)nc(CSc2nnc(-c3ccccc3)n2C)n1	-2%	13µM*	?	-4%	3%	20%
11	COc1cc(C(=O)NCC(=O)OC(C)C(=O)Nc2ncc(Cl)cc2Cl)cc(OC)c1OC (centres undefined)	0%	11%	10%	1%	1%	-3%
12	O=C(O)c1ccc(N/N=C/c2c(F)cccc2Cl)cc1	-5%	10%	/	-27%	10%	-10%
13	CNC(=O)COC(=O)c1ccc([N+](=O)[O-])cc1Cl	1%	22%	15%	-14%	2%	-6%
14	Cc1ccc2cc3cc(C(=O)NCCCN4CCCC4=O)oc3nc2c1	3%	?	2.6µM*	-10%	1%	?
15	CC(=O)Nc1cc(C(=O)OC(C(=O)c2ccccc2)c2ccccc2)ccc1C (centres undefined)	1%	?	?	-18%	1%	7%
16	Cc1ccc(N(CC(=O)N/N=C/c2ccc(OC3CSC3)cc2)S(=O)(=O)c2ccccc2)c(C)c1	3%	12µM*	?	-3%	-4%	?
17	CCCCc1nc2ccccc2c(=O)n1NC(=O)c1c(O)c2cccc3c2n(c1=O)CCC3	3%	12%	5%	17%	/	/
18	CCOP(=O)(OCC)/C(=N/OC(=O)c1ccc(OC)cc1)C(N)=O	-7%	3%	11%	?	6%	11%
19	COc1ccc(/C=N/NC(=O)c2ccc3c(c2)NC(=O)C(C)(C)O3)cc1OC	1%	6%	-1%	5%	5%	8%
20	COc1cc(/C=N/NC(=O)c2nc3ccccn3c2C)cc(OC)c1O	4%	33%[activator]	21%	2%	2%	-2%
21	Cc1cccc2c1N(CCOc1ccccc1Cl)C(=O)C2=O	0%	?	?	12%	4%	27%
22	CSCCC(NC(=O)c1cccc(C)c1)C(=O)O (centres undefined)	6%	26%	40%[activator]	7%	7%	8%
23	COc1ccc2cc(S(=O)(=O)n3cnc(C)c3)ccc2c1	-2%	?	5%	/	0%	7%
24	Cc1ccc(C)c(NC(=O)CN(C)C(=O)COc2ncnc3sccc23)c1	1%	3%	1%	-2%	1%	4%
25	COC(=O)c1nn(-c2ccccc2)c(Cl)c1/C=N/O	3%	19%	-10%	/	2%	1%
26	O=C(Cn1cnc2cc([N+](=O)[O-])ccc2c1=O)NCCc1ccc(F)cc1	3%	-10%	2%	21%	1%	1%
27	Cc1ccc(-c2nnc(CCC(=O)NCC3C4CC5CC(C4)CC3C5)o2)s1 (centres undefined)	4%	-1%	?	4%	-1%	19%
28	Cc1nnc(NC(=O)CSc2nnc(-c3ccco3)n2C(C)C)s1	0%	?	3%	2%	4%	21%
29	Cc1ccc(S(=O)(=O)Nc2ccccc2F)cc1C(=O)OC(C)C(=O)N1CCOCC1 (centres undefined)	/	9%	21%	1%	4%	7%
30	COC(=O)c1cccnc1NC(=S)NC1CCCCC1	0%	?	?	-14%	-3%	6%
31	NCCc1ccc(O)c(O)c1	13%	?	?	14µM*	-8%&-2%	33%
32	CCCc1n(CC(O)COCC2CC=CCC2)c2ccccc2[n+]1C (centres undefined)	-2%	35%[activator]	?	0%[57.1 µM]	-6%	-21%
33	CCOC(=O)/C=C1\CN(Cc2cc(OC)c(OC)c(OC)c2)S(=O)(=O)c2ccc(C(F)(F)F)cc21	-6%	?	?	28µM*	2%	?
34	O=C(Nc1ncccc1O)c1ccc(S(=O)(=O)N2CCCCCC2)cc1	/	5.2µM*	4.1µM*	-8%	-1%	13%[8.37 µM]
35	NNC(=O)c1ccc(COCC(F)(F)F)cc1	-1%	-20%	-9%	24%	-10%	2%
36	Cc1ccc(SCC(=O)NCc2ccccc2)cc1	-6%	?	2%	-11%	6%	-1%
37	CCOC(=O)c1cc2c(=O)c3cc(C)ccc3oc2nc1C	-20%	332%[activator]	245%[activator]	-1%	-19%	2%
38	Cc1ccc(NC(=O)[C@@H]2CCCN2C(=O)c2cccs2)cc1S(=O)(=O)N1CCCCC1	/	?	?	-4%	-1%	?
39	O=C(O)c1ccccc1NS(=O)(=O)c1cccc2cccnc12	-1%	/	-8%	1%	0%	16%
40	COCCn1c(C)cc(C(=O)COC(=O)CCN2C(=O)c3ccccc3C2=O)c1C	-7%	37%[activator]	26%	-21%	-3%	1%
41	COc1cc(OC)c(/C=N/N2CCN(c3ccccc3OC)CC2)c(OC)c1	-5%	?	-16%	-20%	1%	-2%
42	C=CCNC(=S)Nc1c(N)n(C)c(=O)n(C)c1=O	7%	0%	1%	-2%	0%	-7%
43	Nc1c(S(=O)(=O)c2cccc(Cl)c2)c2nc3ccccc3nc2n1/N=C/c1ccc(O)c(O)c1	4%	-16%	7.4µM*	-21%	/	/
44	CC(C)CCNC(=O)CN(Cc1ccco1)C(=O)c1snc(C(N)=O)c1N	1%	70%[activator]	53%[activator]	17%	-14%	3%
45	Cn1cc(/C=N/n2cnc3scc(-c4ccccc4)c3c2=O)c2ccccc21	4%	3.3µM*	-11%	-29%	1%	6.3µM*
46	CCC(C(=O)NC1CC(C)(C)NC(C)(C)C1)c1ccccc1 (centres undefined)	-2%	-28%	-1%	-4%	1%	7%
47	CCc1c(C)nc(N)nc1OCC(F)(F)C(F)F	-4%	-1%	2%	0%	-5%	3%
48	Cn1c(=O)c2c(ncn2CC(O)CNc2ccc(F)cc2)n(C)c1=O (centres undefined)	-2%	-15%	?	-1%	-3%	-22%
49	O=C(COC(=O)c1ccc2c(c1)C(=O)N(c1cccc3ncccc13)C2=O)c1ccc(Cl)cc1	4%	31%[activator]	27%	-17%	-3%	1%
50	C=CCn1c(=N)n(CC(=O)OCC)c2ccccc21	-6%	?	-1%	9%	5%	7%
51	COc1cccc(NC2CC(=O)N(CCc3ccccc3)C2=O)c1 (centres undefined)	3%	9%	-7%	?	1%	-15%
52	Cc1ccc(NC(=O)COC(=O)CC2SC(N3CCCC3)=NC2=O)cc1 (centres undefined)	/	-21%	-24%	1%	-6%	17%
53	CC(=O)C[C@H](O)CC(=O)[C@H]1OC(=O)CC/C=C\Cc2ccccc21	/	40%[activator]	12%	-32%	-7%	-6%
54	O=C(Nc1c2c(nn1-c1ccccc1)CS(=O)(=O)C2)c1cc2ccccc2o1	-3%	-19%	-7%	-32%	-3%	3%
55	O=C(CNC(=O)c1ccco1)Nc1ccc(F)c(Cl)c1	1%	?	7%	5%	-7%	-8%
56	CCN(C(=O)COC(=O)c1ccc(=O)n(Cc2ccccc2)n1)C1CCS(=O)(=O)C1 (centres undefined)	/	30%[activator]	7%	-2%	3%	22%
57	CCCOC(=O)Nc1cc(OC)ccc1[N+](=O)[O-]	1%	-7%	34%[activator]	-3%	-9%	?
58	Cc1cccc(C)c1NC(=O)CNC(=O)c1ccccc1	10%	1%	-17%	7%	8%	15%
59	CC(C)OP(=O)(c1ccc(N(C)C)cc1)C(O)c1ccc(Br)cc1 (centres undefined)	-3%	-16%	-25%	0%	-9%	-10%
60	CCOC(=O)C1CCCN(C(=O)CN2CCN(Cc3ccc(Cl)cc3)C2=O)C1 (centres undefined)	-4%	1.7µM*	-5%	4%	2%	-2%

# Sorted by count of non-hydrogen atoms (smallest number first): 12 of the compounds above
nr	Compound	LmPK inhibitor	Pf growth 96h	Pf growth 48h	Sm TGR inh	TbPYK inhibitor	HCV inh
47	CCc1c(C)nc(N)nc1OCC(F)(F)C(F)F	-4%	-1%	2%	0%	-5%	3%
50	C=CCn1c(=N)n(CC(=O)OCC)c2ccccc21	-6%	?	-1%	9%	5%	7%
55	O=C(CNC(=O)c1ccco1)Nc1ccc(F)c(Cl)c1	1%	?	7%	5%	-7%	-8%
58	Cc1cccc(C)c1NC(=O)CNC(=O)c1ccccc1	10%	1%	-17%	7%	8%	15%
46	CCC(C(=O)NC1CC(C)(C)NC(C)(C)C1)c1ccccc1 (centres undefined)	-2%	-28%	-1%	-4%	1%	7%
53	CC(=O)C[C@H](O)CC(=O)[C@H]1OC(=O)CC/C=C\Cc2ccccc21	/	40%[activator]	12%	-32%	-7%	-6%
48	Cn1c(=O)c2c(ncn2CC(O)CNc2ccc(F)cc2)n(C)c1=O (centres undefined)	-2%	-15%	?	-1%	-3%	-22%
52	Cc1ccc(NC(=O)COC(=O)CC2SC(N3CCCC3)=NC2=O)cc1 (centres undefined)	/	-21%	-24%	1%	-6%	17%
44	CC(C)CCNC(=O)CN(Cc1ccco1)C(=O)c1snc(C(N)=O)c1N	1%	70%[activator]	53%[activator]	17%	-14%	3%
60	CCOC(=O)C1CCCN(C(=O)CN2CCN(Cc3ccc(Cl)cc3)C2=O)C1 (centres undefined)	-4%	1.7µM*	-5%	4%	2%	-2%
56	CCN(C(=O)COC(=O)c1ccc(=O)n(Cc2ccccc2)n1)C1CCS(=O)(=O)C1 (centres undefined)	/	30%[activator]	7%	-2%	3%	22%
43	Nc1c(S(=O)(=O)c2cccc(Cl)c2)c2nc3ccccc3nc2n1/N=C/c1ccc(O)c(O)c1	4%	-16%	7.4µM*	-21%	/	/

# Following part
nr	Compound	LmPK inhibitor	Pf growth 96h	Pf growth 48h	Sm TGR inh	TbPYK inhibitor	HCV inh
61	CC(Sc1nc(C2CC2)n(-c2ccccc2)n1)C(=O)c1c(N)n(C)c(=O)n(C)c1=O (centres undefined)	-1%	-3%	?	?	-20%	-26%
62	COc1ccccc1N1CCN(C(=O)c2ccc(COc3cccc4c3OC(C)(C)C4)cc2)CC1	/	?	10µM*	-7%	-6%	?
63	CC(C)c1nnc(NC(=O)C2CCCN2C(=O)Nc2ccc(F)cc2)s1 (centres undefined)	-4%	?	-3%	10%	4%	0%
64	Cc1ccc(C(=O)NCCCc2ccccc2)s1	-1%	?	?	-15%	-1%	3%

# Exported with values under each structure: 2 of the compounds above.
# Results follow in this order: LmPK inhibitor | Pf growth 96h | Pf growth 48h | Sm TGR inh | TbPYK inhibitor | HCV inh
[62] COc1ccccc1N1CCN(C(=O)c2ccc(COc3cccc4c3OC(C)(C)C4)cc2)CC1
  / | ? | 10µM* | -7% | -6% | ?
[63] CC(C)c1nnc(NC(=O)C2CCCN2C(=O)Nc2ccc(F)cc2)s1 (centres undefined)
  -4% | ? | -3% | 10% | 4% | 0%

# From PubChem BioAssay
